S1P3 antagonist – blocks the human S1P3 receptor. Q99500. AID 485. 170,000 compounds, 0.27% hits. inhibition, % at 4.98 µM. CHO S1P3 NFAT-BLA reporter, FRET fluorescence, antagonist mode;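 active = inhibition above the plate cutoff, the mean inhibition of test wells on that plate plus 3 SD, cut at about 28% in these data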;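 note: cells challenged with S1P at its EC80 of 0.8 µM; blue over green emission ratio from cleaved BLA substrate after 4 h stimulation; 0% = S1P-stimulated wells and 100% = unstimulated DMSO-only wells; some compounds past the cut are filed as inactive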
TNAP inh noacc – blocks human TNAP activity with no phosphate acceptor present | inhibition, % at 20 µM | P05186 | 200,000 compounds, 0.26% hits | purified TNAP, CDP-star luminescence, 30 min;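 active = tissue-nonspecific alkaline phosphatase inhibition above about 50% at 20 µM in the single-dose screen, limit read from the data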;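 note: 0% = DMSO negative control and 100% = EDTA positive control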
Target sequence (P05186 whole entry, looked up): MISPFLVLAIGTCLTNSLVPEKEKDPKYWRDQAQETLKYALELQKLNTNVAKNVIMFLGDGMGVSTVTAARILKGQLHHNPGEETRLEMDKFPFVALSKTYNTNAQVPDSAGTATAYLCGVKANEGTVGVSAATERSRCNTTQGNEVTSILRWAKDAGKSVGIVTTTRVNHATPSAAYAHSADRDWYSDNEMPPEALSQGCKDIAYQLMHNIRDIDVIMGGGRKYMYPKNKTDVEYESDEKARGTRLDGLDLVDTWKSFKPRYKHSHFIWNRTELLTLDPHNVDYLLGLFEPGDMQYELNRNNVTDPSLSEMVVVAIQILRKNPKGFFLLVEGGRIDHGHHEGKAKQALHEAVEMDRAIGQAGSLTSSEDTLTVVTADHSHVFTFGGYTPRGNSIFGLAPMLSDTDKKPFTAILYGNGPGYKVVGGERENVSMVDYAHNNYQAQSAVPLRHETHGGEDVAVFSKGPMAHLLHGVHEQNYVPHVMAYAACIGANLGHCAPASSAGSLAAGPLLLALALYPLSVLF
PMI act hi M6P – activators of human phosphomannose isomerase at near-saturating mannose 6-phosphate; P34949; coupled PMI enzyme assay, resazurin fluorescence, 20 min; hits give high values; 1 = untreated enzyme, 0 = substrate-free blank; activation factor at 20 µM; 190,000 compounds, 0.34% hits; AID 1216;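 active = activation factor of 2 or more at 20 µM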
Target sequence (P34949 whole entry, looked up): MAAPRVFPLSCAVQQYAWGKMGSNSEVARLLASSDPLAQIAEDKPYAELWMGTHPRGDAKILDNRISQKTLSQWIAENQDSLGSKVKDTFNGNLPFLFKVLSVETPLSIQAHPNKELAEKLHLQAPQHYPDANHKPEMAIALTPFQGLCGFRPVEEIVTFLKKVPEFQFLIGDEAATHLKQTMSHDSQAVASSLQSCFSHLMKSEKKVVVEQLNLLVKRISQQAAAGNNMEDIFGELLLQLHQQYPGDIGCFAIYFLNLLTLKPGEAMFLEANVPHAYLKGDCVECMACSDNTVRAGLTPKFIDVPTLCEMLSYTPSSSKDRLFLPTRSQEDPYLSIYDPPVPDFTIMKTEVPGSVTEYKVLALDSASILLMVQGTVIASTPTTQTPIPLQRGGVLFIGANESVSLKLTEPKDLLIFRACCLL
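Test system: human phosphomannose isomerase with PGI, G6PDH, diaphorase coupling enzymes; Amount: PMI at 15 ng/mL final; Reagent: Mannose-6-phosphate 1.0 mM (near-saturating) plus 0.22 mM NADP+; Timing: 20 min, room temperature; Technique: resorufin fluorescence at Ex 544/Em 590 nm; Dosing: 20 µM single dose.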
PMI act – activators of human phosphomannose isomerase; 190,000 compounds, 0.005% hits; activation factor at 20 µM; purified human PMI, coupled resazurin fluorescence, 20 min; hits give high values; 1 = vehicle control, 0 substrate-free wells; P34949;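 active = activation factor of 2 or more at 20 µM, relative to plate controls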
RAM network inh – inhibitors of the yeast RAM network; S. cerevisiae dse1pr::URA3 reporter, 5-FOA growth OD615, 2 d; analog-sensitive cbk1-as2 kinase mutant strain; inhibition, % at 50 µM; 190,000 compounds, 1.8% hits;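 active = inhibition above a set limit, 3 SD over mean compound inhibition, cut at about 8.4% in these data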;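 note: 0% = DMSO-only wells with no growth and 100% = 10 µM 1-NA-PP1 full growth; inhibition rescues growth on 5-FOA so higher OD means more RAM inhibition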
Hsp70 act – switches on Hsp70 transcription; HeLa Hsp70 promoter luciferase reporter, luminescence; scaled: vehicle 0, proteasome-inhibitor control 100%; activation, % at 10 µM; 200,000 compounds, 0.04% hits;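 active = activation above the mean across all tested compounds plus 3 SD, cutoff set per campaign, cut at about 5.5% in these data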;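 note: 100% = MG132 at 30 µM as the positive control and 0% = DMSO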
Efa HMGR inh – blocks class II HMG-CoA reductase of Enterococcus faecalis | purified E. faecalis HMGR, NADPH absorbance 340 nm kinetic | inhibition, % at 10 µM | 190,000 compounds, 0.41% hits;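 active = inhibition above a set limit, the median over all tested compounds plus 3 SD, cut at about 9.5% in these data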;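 note: enzyme runs in reverse so mevalonate oxidation gives rising NADPH absorbance; 0% = complete reaction with DMSO and 100% = background rate lacking mevalonate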
TNAP inh hi DEA – inhibitors of human TNAP at high phosphate acceptor concentration; inhibition, % at 20 µM; 200,000 compounds, 0.03% hits; purified TNAP, CDP-star luminescence, 1 M DEA; AID 1135;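 active = over 50% inhibition of tissue-nonspecific alkaline phosphatase at 20 µM in the single-dose screen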;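 note: plate controls were DMSO wells for no effect and EDTA-quenched wells as full inhibition for full effect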
DTT redox prof – compounds producing H2O2 with reducing agent – biochemical, NIH compound library profiling, artefact control for MLSCN library redox annotation, primary screen; DTT-dependent redox cycling H2O2, phenol red/HRP absorbance; 100% = 100 µM peroxide control, 0% = buffer; activation, % at 10 µM; 200,000 compounds, 0.03% hits; AID 878;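 active = activation of at least 50% relative to the plate's high and low controls in the primary single-dose screen; inactive = activation below 50%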;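 note: compound incubated with DTT at 0.8 mM final as the reducing agent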
L major viab – inhibitors of Leishmania major promastigote growth; Leishmania major promastigotes, resazurin fluorescence viability; inhibition, % at 10 µM; 200,000 compounds, 9% hits; AID 1063; in the data active = inhibition above about 50%;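 note: promastigotes grown with compound for 44 hours at 28 °C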
Numbers without * were called inactive; / = not tested or not shown.

SMILES	S1P3 antagonist	TNAP inh noacc	PMI act hi M6P	PMI act	RAM network inh	Hsp70 act	Efa HMGR inh	TNAP inh hi DEA	DTT redox prof	L major viab
O=C1CC(c2c(F)cccc2Cl)C(n2cncn2)C(O)=C1C1NCCc2ccccc21 (stereo unspecified)	-2.9	-8.0	0.9	1	2.2	-0.2	1.3	-0.6	-1.8	-6.4
CN(C)C(=O)COC(=O)/C=C/c1cn(-c2ccccc2)nc1-c1cccs1	25.7	-3.1	0.9	0.9	1.6	-0.1	-2.1	-4.9	-1.0	-0.3
COc1ccc(NC(=O)C2CCCN(S(=O)(=O)c3ccc4c(c3)oc(=O)n4C)C2)c(OC)c1 (stereo unspecified)	/	-2.1	1	1.1	0.8	0.1	-9.5	-9.0	-1.3	-4.5
CCCCCc1ccc(-c2ccc(/C=C/C(N)=O)cc2)nc1	-9.0	0.6	1	0.9	3.4	-0.2	-0.6	-2.2	0.4	-11.1
COc1cccc(-c2nnc3sc(-c4ccc(Cl)cc4)nn23)c1	/	-8.7	1.1	1.1	/	/	/	-6.0	/	/
COc1ccc2c(c1)CCc1cc(C(=O)N3CCN(c4ccc(N5CCOCC5)nn4)CC3)sc1-2	18.9	-2.9	0.7	0.7	-0.3	-0.5	-4.8	-2.7	-2.6	9.8
O=C1c2cccc3cccc(c23)C(=O)N1c1ccc2ncccc2c1	/	-1.3	1	0.9	2.1	-0.4	4.8	2.5	0.5	-6.2
NNC(=O)CCN1CCN(C(c2ccccc2)c2ccccc2)CC1	-8.9	-10.7	1	1	-2.0	-0.1	-1.9	-3.9	0.1	40.0
Cc1csc2nnc(N)n12	-21.2	14.2	1	1.1	-0.8	0.1	-1.8	0.7	0.3	-5.3
O=C(CCC(=O)N1CCN(S(=O)(=O)c2ccc(Cl)cc2)CC1)Nc1ccc(Cl)cc1Cl	9.9	-8.9	0.9	0.9	4.9	-0.4	-3.7	-5.4	-0.7	4.9
O=C(CSc1nnnn1-c1ccccc1)Nc1ccc(Cl)cn1	0.9	-7.2	0.9	0.9	2.0	0.2	3.9	-1.9	-1.2	6.6
CCNC(=O)NC(=O)C(C)OC(=O)c1ccc(-n2nc(SC)sc2=S)cc1 (stereo unspecified)	-3.8	-9.9	1	0.8	1.2	-0.3	-19.2	-2.1	0.7	-1.0
CC1CN(C(=O)CSc2nnc(-c3ccc(Cl)cc3)n2C)CC(C)O1 (stereo unspecified)	-10.2	-14.7	1	0.9	-0.1	-0.4	12.2*	-6.1	0.1	-3.4
O=C(CSc1nnc(-c2cccnc2)n1Cc1ccco1)c1ccccc1	3.5	-0.9	1	0.9	0.3	0.1	-0.5	2.8	0.4	-6.8
COC(=O)c1[nH]c2ccc(C)cc2c1NC(=O)CN1CCN(c2ccc(F)cc2)CC1	-19.1	-6.6	0.9	0.9	0.9	-0.3	-1.6	0.7	0.1	-8.2
COc1ccc(CN2CC(C(=O)NCCCN3CCCCCC3)CC2=O)cc1 (stereo unspecified)	-0.6	-8.8	1	1	2.4	-0.1	-1.4	0.0	-0.4	-9.1
CCOc1ccc(S(=O)(=O)N(CC(N)=O)c2ccc(C)cc2)cc1	-1.0	-10.9	0.9	0.9	2.8	-0.3	-2.2	-6.2	1.7	-1.3
COc1cc(C(=O)NCC(=O)OC(C)C(=O)Nc2ncc(Cl)cc2Cl)cc(OC)c1OC (stereo unspecified)	-10.3	-6.2	1.1	1.2	1.5	0.5	3.3	-1.6	-0.6	-6.0
CNS(=O)(=O)c1ccc(NC(=O)C(CCSC)NC(N)=O)cc1 (stereo unspecified)	-1.7	-7.7	0.9	0.8	1.6	-0.2	-11.0	-2.2	-0.8	-1.5
CCC(C)n1nccc1NC(=O)C(C)OC(=O)c1cc2ccccc2[nH]1 (stereo unspecified)	4.3	-4.7	0.9	0.9	-0.9	-0.1	-1.3	0.4	0.2	-6.5
CCCNc1cc(C)oc(=O)c1C(=O)CC	-7.8	-2.8	1	1	2.8	0.0	-8.3	-6.7	-0.2	2.3
Cn1cnnc1Sc1ccc(C(F)(F)F)cc1[N+](=O)[O-]	-26.5	3.7	1	1.1	1.4	-0.3	3.4	-2.8	-1.3	6.2
O=CNCC(=O)NCCc1ccc(Cl)cc1	-16.6	-4.7	0.9	0.9	2.8	-0.2	-3.1	-3.1	-3.5	0.0
NC(=O)c1cc2ccccc2o/c1=N\NC(=O)c1ccco1	-6.1	0.7	1	0.9	1.5	-0.3	-1.1	9.6	0.4	-0.3
O=C(CSc1ccccc1)Nc1cc(Cl)ccc1Oc1ccccc1	5.1	-7.2	1	0.9	0.6	-0.6	-10.2	-0.8	0.6	14.8
Cc1cc(C)c(NC(=O)Cn2c(=O)n(Cc3ccco3)c(=O)c3ccccc32)c(C)c1	-44.8	-11.7	0.9	0.9	3.1	-0.3	-0.7	-3.0	-0.4	-12.5
O=C(COc1ccccc1/C=C\c1[nH]c(=O)[nH]c(=O)c1[N+](=O)[O-])Nc1ccccc1	8.1	-10.3	1.1	1.2	3.5	-0.3	-0.3	-2.5	-1.2	-5.9
O=C(Cc1coc2cc3c(cc12)CCC3)OCc1cc(=O)n2c(n1)sc1ccccc12	-11.1	-3.8	1	1	6.2	-0.2	-3.1	-0.6	1.5	-6.6
COc1ccc(C(C(=O)NCCC(C)C)N(CCN2CCOCC2)C(=O)Cn2nnc3ccccc32)c(OC)c1 (stereo unspecified)	2.6	-9.2	1	1	0.7	-0.3	-3.0	-1.3	-0.6	-1.8
COC(=O)C1=C(C)OC(N)=C(C#N)C1c1cccnc1 (stereo unspecified)	/	-7.9	1	0.9	1.9	-0.3	-0.6	-0.4	0.1	1.0
COc1ccc(/C=N/Nc2cc(C)nc(NS(=O)(=O)c3ccc(C)cc3)n2)cc1	-12.1	0.0	1.1	1	1.6	0.0	-5.3	1.1	0.0	-4.6
Cc1cc(C)c(C#N)c(SCC(=O)Nc2ccccc2)n1	-4.2	-4.6	1	1.1	6.4	-0.2	-0.4	-0.4	0.4	-5.7
COc1ccccc1NC(=O)CC1COc2ccccc2O1 (stereo unspecified)	/	-13.6	1.1	1	0.1	-0.2	-0.5	-5.8	2.5	0.1
CC(C)Sc1nc2ccccc2n1CC(=O)NCc1ccc2c(c1)OCO2	/	-12.2	1	1	2.2	-0.3	-4.7	-2.3	-3.6	5.0
CCc1nc(N)c(C#N)c(-c2ccc(F)cc2)c1C	/	-16.1	1	1	2.7	-0.2	-1.1	-4.0	0.3	-4.8
O=C(c1ccccc1)c1nc2ccccc2[nH]c1=O	-3.7	-3.9	1	1	2.0	-0.3	0.9	3.2	1.9	-1.1
O=S(=O)(/C=C/c1ccccc1)n1cnc2ccccc21	-11.2	-16.2	1.1	1.2	1.2	0.5	0.1	-9.2	0.8	19.0
CC(C)(C)c1ccc(C2CC2C(=O)N/N=C\c2ccc[nH]2)cc1 (stereo unspecified)	3.4	-4.3	0.9	1.3	1.9	0.0	-5.3	-0.8	-1.0	21.7
CCOC(=O)c1cc2ccccc2nc1C	/	-9.2	1.1	1.1	0.9	-0.6	-5.5	-3.8	0.5	-3.0
COCC(=O)Nc1nnc(CCc2ccccc2)s1	-48.2	-8.3	0.9	0.9	1.4	0.0	-1.3	-4.6	-0.2	-1.4
Cc1ccc(N2C(=O)C3CC3C2=O)cc1 (stereo unspecified)	-12.6	-20.0	1	1	0.0	-0.3	-5.0	-6.9	-2.1	-5.4
CCOc1ccc(NC(=O)CN2CCN(CC(=O)Nc3ccc(C(=O)OC)cc3)CC2)cc1	0.3	-5.6	1.2	1	2.6	-0.5	1.1	-5.0	0.5	10.7
CCn1c(SCc2nc(-c3ccc(Cl)cc3)no2)nnc1-c1ccco1	/	-9.7	1	0.9	-0.3	-0.3	-1.5	-0.9	-3.0	2.6
Cc1cc(C(=O)OCC(=O)Nc2ccc(F)cc2[N+](=O)[O-])c2ccccc2n1	-18.8	-0.5	1.1	1.1	3.8	1.1	-0.7	2.2	-0.4	-2.6
CC(=O)c1ccc(Nc2ccc(-c3ccccc3C)nn2)cc1	-6.3	1.0	0.9	1	2.9	-0.1	-3.0	1.4	0.2	11.0
CCN(CC)S(=O)(=O)c1ccc(O)c(C(=O)OCC(=O)Nc2ccc(OC(F)(F)F)cc2)c1	-13.7	-14.1	1.1	1.2	5.4	-0.1	-5.9	-3.1	-0.4	2.4
O=C(NCCSCc1ccccc1)c1ccc(C2SCC(=O)N2Cc2ccccc2)cc1 (stereo unspecified)	/	-5.8	0.9	0.8	12.1*	-0.4	-7.6	-2.0	-0.1	35.9
CCOCCCNC(=O)CCc1ccc(S(=O)(=O)Nc2ccc(C)cc2)cc1	0.0	-14.5	1.1	1.1	2.2	-0.1	-1.0	-5.0	-1.4	-4.8
CCOc1ccc(NC(=S)N2CCn3c(nc4ccccc43)C2)cc1	-25.7	-6.2	1	1	1.7	-0.5	-0.2	-5.2	-2.6	-14.4
Cn1cc(-c2nc3ccccc3[nH]2)c2ccccc21	48.4	-5.9	0.9	0.8	-0.4	0.3	-0.9	0.2	0.8	49.6
COc1ccccc1-n1ccnc1SCC(=O)NC(C)(C)C	-9.4	-8.9	1	1	-0.9	0.0	1.9	-2.7	-0.9	-1.5
Cc1cc(C)nc(NNC2=CC(=O)CC(C)(C)C2)n1	3.3	6.5	1.7	1.7	0.9	-0.2	-8.6	6.7	0.4	-7.6

Grouped by structure, the compounds so far with fluorine.
SMILES	S1P3 antagonist	TNAP inh noacc	PMI act hi M6P	PMI act	RAM network inh	Hsp70 act	Efa HMGR inh	TNAP inh hi DEA	DTT redox prof	L major viab
O=C1CC(c2c(F)cccc2Cl)C(n2cncn2)C(O)=C1C1NCCc2ccccc21 (stereo unspecified)	-2.9	-8.0	0.9	1	2.2	-0.2	1.3	-0.6	-1.8	-6.4
COC(=O)c1[nH]c2ccc(C)cc2c1NC(=O)CN1CCN(c2ccc(F)cc2)CC1	-19.1	-6.6	0.9	0.9	0.9	-0.3	-1.6	0.7	0.1	-8.2
Cn1cnnc1Sc1ccc(C(F)(F)F)cc1[N+](=O)[O-]	-26.5	3.7	1	1.1	1.4	-0.3	3.4	-2.8	-1.3	6.2
CCc1nc(N)c(C#N)c(-c2ccc(F)cc2)c1C	/	-16.1	1	1	2.7	-0.2	-1.1	-4.0	0.3	-4.8
Cc1cc(C(=O)OCC(=O)Nc2ccc(F)cc2[N+](=O)[O-])c2ccccc2n1	-18.8	-0.5	1.1	1.1	3.8	1.1	-0.7	2.2	-0.4	-2.6
CCN(CC)S(=O)(=O)c1ccc(O)c(C(=O)OCC(=O)Nc2ccc(OC(F)(F)F)cc2)c1	-13.7	-14.1	1.1	1.2	5.4	-0.1	-5.9	-3.1	-0.4	2.4

Compound activity from PubChem.
